Screens deposited in PubChem by several laboratories.
MsrA act: bovine MsrA enzyme activators, primary screen, biochemical, absorbance, HTS | purified bovine MsrA, absorbance read-out | activation, % at 10.6 µM | 360,000 compounds, 0.3% hits | AID 602163, 2012; in the data active means activation above about 7.5%;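 further: 0% = vehicle and 100% = reference activator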
PABP1 MLLE inh: inhibitors of PABP1 MLLE–PAM2 peptide binding, primary screen, biochemical, fluorescence polarization, FITC-PAM2, GST-MLLE; Polyadenylate-binding protein 1 (Homo sapiens), P11940; inhibition, % at 20 µM; 360,000 compounds, 0.36% hits; AID 588489, 2011; in the data active means inhibition above about 35%, passing the limit was not always enough;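 further: plate controls were DMSO wells with GST-MLLE for no effect and wells lacking GST-MLLE protein for full effect; some results filed as inactive read as strong as hits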
CSN inh: inhibitors of CSN-mediated cullin deneddylation, primary screen, biochemical, fluorescence polarization, uHTS; COP9 signalosome complex subunit 5 (Homo sapiens), Q92905; inhibition, % at 12.5 µM; AID 651999, 2013; 360,000 compounds, 0.38% hits; Purified CSN, SCF-Nedd8-OG deneddylation;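 active means pattern-corrected inhibition above about 35%, with an unprinted fluorescence ratio check between 0.5 and 1.5, limit read from the data, passing the limit was not always enough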;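 further: 0% = enzyme with substrate and 100% = substrate without enzyme; some results filed as inactive read as strong as hits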
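Test system: purified human Csn5 enzyme expressed in HEK293T cells. Amount: 0.24 nM enzyme. Reagent: SCFSkp2-Nedd8OG substrate at 10 nM final. Schedule: 90 min incubation of compound, enzyme and substrate at room temperature. Detection: fluorescence polarization. Read-out: % inhibition of substrate cleavage by Csn5.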
Rin1 Abl inh: inhibitors of Rin1-Abl protein binding, primary screen, biochemical, TR-FRET; 360,000 compounds, 0.4% hits; inhibition, % at 7.35 µM; AID 588664, 2011; Tyrosine-protein kinase ABL1 (Homo sapiens) + Ras and Rab interactor 1 (Homo sapiens), …; in the data active means inhibition above about 5%, passing the limit was not always enough
MsrA inh: bovine MsrA enzyme inhibitors, primary screen, biochemical, absorbance, HTS. Methionine sulfoxide reductase A (Bos taurus). inhibition, % at 15.5 µM. purified bovine MsrA, absorbance read-out. 360,000 compounds, 0.75% hits; in the data active means inhibition above about 4.5%;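 further: 0% = vehicle wells with enzyme and 100% = reference inhibitor wells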
FAS TE block: FAS thioesterase domain inhibitors, primary screen, biochemical, fluorescence intensity, uHTS; Fatty acid synthase (Homo sapiens), P49327; recombinant FAS-TE, OMFH fluorogenic substrate, fluorescence endpoint; inhibition, % at 15 µM; 360,000 compounds, 0.67% hits; AID 602261, 2012;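 active means compounds whose normalised, plate-corrected inhibition of enzyme fluorescence in the single-dose primary screen is 50% or more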;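 further: 0% = DMSO with enzyme and 100% = substrate without enzyme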
eLon inh: inhibitors of E. coli Lon protease, primary screen, biochemical, fluorescence polarization; purified E. coli Lon protease; 360,000 compounds, 0.42% hits; inhibition, % at 7.94 µM; in the data active means inhibition above about 13%, passing the limit was not always enough;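 further: 0% = enzyme with probe and DMSO and 100% = no enzyme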
TbMetRS inhib: T. brucei MetRS inhibitors, primary screen, biochemical, luminescence; methionyl-tRNA synthetase (Trypanosoma brucei brucei); purified T. brucei MetRS, ATP depletion, Kinase-Glo luminescence; inhibition, % at 11.9 µM; 360,000 compounds, 0.4% hits;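 active means inhibition above a per-plate cutoff of the control wells' mean inhibition plus 3 SD, cut at about 5.5% in these data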;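 further: 0% = DMSO wells median and 100% = median of wells with control inhibitor compound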
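Measured by: Kinase-Glo luciferase luminescence reporting remaining unconsumed ATP. Material: purified T. brucei MetRS enzyme. Doses: 11.9 µM compound single dose, 0.9% DMSO. Medium: HEPES buffer containing pyrophosphatase, BSA, spermine, DTT. Times: 15 min preincubation, 2 h reaction, all 25 °C. Reagent: methionine, ATP and bulk E. coli tRNA.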
Neddyl block: inhibitors of cullin neddylation, primary screen, biochemical, TR-FRET, uHTS, NAE and Ubc12. AID 651699, 2012. 360,000 compounds, 0.58% hits. calls only at 25 µM. NEDD8-conjugating enzyme Ubc12 (Homo sapiens) + NEDD8-activating enzyme E1 regulatory …; in the data active means inhibition above about 36%
* marks the source's active call; other numbers are inactive results; i = inactive; nt = not tested or not shown.

SMILES	MsrA act	PABP1 MLLE inh	CSN inh	Rin1 Abl inh	MsrA inh	FAS TE block	eLon inh	TbMetRS inhib	Neddyl block
CC(=O)NC(Cc1ccc(F)c(F)c1)C(=O)NC1CCN(C(=O)c2ccc(Cl)cc2)CC1 (centres undefined)	-10	-14	3	3	0.0	-4	1	-1.2	i
Nc1cc(-c2ccc(Br)cc2)nn1S(=O)(=O)c1cccc2nsnc12	1	1	-2	-4	1.5	27	4	1.5	i
O=C1CC(c2cccc(Cl)c2)C(n2cncn2)C(=O)C1C1NCCc2ccccc21 (centres undefined)	-2	-6	2	-2	-1.6	-11	9	-0.8	i
CN1C(=O)N2CN(C3CCCCC3)CN3C(=O)N(C)C1C23 (centres undefined)	-1	3	1	2	0.0	-8	-4	0.2	i
Cc1cc(C)c(NC(=O)COc2cccnc2[N+](=O)[O-])c(C)c1	-1	4	-4	0	0.9	-7	1	-0.5	i
COc1ccc2c(c1)CC(N1CCN(C)CC1)c1cc(OC)ccc1S2 (centres undefined)	-6	8	-4	2	1.8	11	2	-0.7	i
COc1ccc(-n2c(=O)[nH]cc(C(=O)N3CCCc4ccccc43)c2=O)cc1	-2	-3	6	0	0.2	-5	2	-0.1	i
O=C(CC1Oc2ccccc2NC1=O)NCCc1ccccc1 (centres undefined)	0	3	1	-1	1.3	1	0	0.0	i
COc1cccc(CNc2cccc(C(F)(F)F)c2)c1O	-1	-11	-3	-1	1.0	14	1	-0.9	i
O=C(CSc1nnc(C2CC2)n1-c1ccccc1)NCCc1ccccc1	-12	0	0	0	1.1	-6	-3	-1.6	i
Nn1c(SCC(=O)NC2CCCc3ccccc32)nnc1-c1cccs1 (centres undefined)	8.7*	-28	6	5	1.0	-2	-16	-0.8	i
CCN1CCN(c2nc(-c3cccnc3)nc3ccccc23)CC1	-12	-6	2	3	-1.0	-15	3	-1.7	i
O=C(NCN1C(=O)C2C3C=CC(C3)C2C1=O)Nc1ccccc1O (centres undefined)	-1	-8	101	0	-0.6	-1	3	2.1	i
O=C(NN=C1CCN(Cc2ccccc2)CC1)c1cc2ccccc2cc1O	-8	4	-6	-2	0.6	-6	-19	0.2	i
C=CCn1c(SCC(=O)Nc2ccccc2-c2ccccc2)nc2cc(C(=O)O)ccc2c1=O	-2	5	9	5	1.2	0	3	-0.1	i

Looked up by compound from the entries so far:
SMILES	MsrA act	PABP1 MLLE inh	CSN inh	Rin1 Abl inh	MsrA inh	FAS TE block	eLon inh	TbMetRS inhib	Neddyl block
CC(=O)NC(Cc1ccc(F)c(F)c1)C(=O)NC1CCN(C(=O)c2ccc(Cl)cc2)CC1 (centres undefined)	-10	-14	3	3	0.0	-4	1	-1.2	i
COc1ccc(-n2c(=O)[nH]cc(C(=O)N3CCCc4ccccc43)c2=O)cc1	-2	-3	6	0	0.2	-5	2	-0.1	i

Additional structures follow:
SMILES	MsrA act	PABP1 MLLE inh	CSN inh	Rin1 Abl inh	MsrA inh	FAS TE block	eLon inh	TbMetRS inhib	Neddyl block
COc1ccc(Nc2nc3[nH]c(=O)cc(O)c3s2)cc1	-3	-19	1	4	2.5	-6	-6	0.2	i
O=C(c1ccc(NC2=NC3CS(=O)(=O)CC3S2)cc1)N1CCN(c2ccc([N+](=O)[O-])cc2)CC1 (centres undefined)	-4	-101	-3	-2	2.5	0	-8	0.6	i
COc1cc2c(cc1OC)[C@@H](NC(=O)CCc1ccccc1)[C@H](OCc1ccccc1)C2	0	13	-5	0	-0.6	8	-3	0.0	i
Cc1nc(SC(C(N)=O)c2ccccc2)c(C#N)c(C)c1C (centres undefined)	0	3	2	1	0.5	40	-11	-0.2	i
CCOC(=O)c1ccc(NC(=O)c2nc[nH]c2C(=O)N[C@@H](C)CO)cc1	-4	-4	4	-1	1.0	-3	-11	-0.1	i
CC(C)=NOc1cc(NC(=O)CCl)cc([N+](=O)[O-])c1	-4	-6	-13	0	0.8	9	5	-0.2	i
CSCCC(NS(=O)(=O)c1ccccc1F)C(=O)NCc1cccnc1 (centres undefined)	-3	8	-7	4	1.6	-8	-1	-0.3	i
Cc1cnc(C(=O)OCC(=O)Nc2ccc(Br)cc2F)cn1	-5	2	-4	4	1.6	-8	1	-0.3	i
Cc1ccccc1NC(=O)CNC(=O)N1CC(=O)Nc2ccccc21	-2	4	-2	2	1.7	-6	2	-0.3	i
COc1ccccc1-c1c(C)c(C)nc(N)c1C#N	-2	4	-5	-1	2.1	-8	-1	-0.4	i
O=C(O)[C@@H]1CCCC[C@@H]1C(=O)N1CCc2ccccc2C1CN1C(=O)c2ccccc2C1=O (some centres undefined)	1	7	-1	1	0.1	-3	1	0.0	i
Cc1ccc(/C=N/N2CCN(Cc3ccc(Cl)cc3)CC2)o1	-5	14	0	-1	2.1	2	-6	-1.1	i
CCN(CC)CCCNC(=O)c1cc(-c2ccc3c(c2)OCO3)on1	2	11	-3	1	2.1	-7	-3	-0.5	i
CCOC(=O)N1CCN(C(=O)Cc2cccc3ccccc23)CC1	-6	-13	-5	-1	0.8	-6	-4	-0.4	i
CC(C)NC(=O)c1ccc(NC(=O)CC2SC(N3CCCC3)=NC2=O)cc1 (centres undefined)	-2	1	-2	3	-0.3	-6	-4	0.6	i
COc1cc(/C=N/Nc2ncc(C(F)(F)F)cc2Cl)cc(OC)c1O	-2	9	1	4	3.0	-7	-18	0.7	i
CCOC(=O)C1(C)C=C(Nc2ccc(OC)cc2)C(=O)N1c1ccc(OC)cc1 (centres undefined)	-3	7	-7	-2	-0.8	-11	4	-0.3	nt
Cc1ccc(CNC(=O)c2ccc(N(C)C)cc2)cc1	-2	13	0	0	-1.1	0	2	-0.1	i
CN1CCN(CC2(O)CCN(S(=O)(=O)c3ccc(Cl)cc3)CC2)CC1	-7	18	-6	1	-1.5	-8	-1	-1.1	i
CC(=O)CCSc1nnc(-c2cccc(S(=O)(=O)N3CCOCC3)c2)o1	1	-68	1	-15	0.4	-1	-16	0.1	i
CC(=O)Nc1csc2ccccc12	-2	1	-6	4	-1.1	-3	-1	0.0	i
Fc1ccccc1-c1nc(-c2ccncc2)no1	-2	8	1	-1	0.4	-4	8	-0.3	i
COc1ccc(C(C(=O)NC(C)(C)C)N(C(=O)CNC(=O)c2cccs2)c2cccnc2)cc1OC (centres undefined)	-11	-4	-2	0	-1.5	-5	6	-1.1	i
O=C(OCC(=O)N1CCOCC1)c1ccc(F)cc1Cl	-10	10	2	3	0.6	-6	-4	-0.4	i
COc1ccc(CN(CCNC(=O)CCCCC(=O)NCCN(Cc2ccc(OC)cc2)C(C)C)C(C)C)cc1	-4	-3	-7	-1	-1.2	-9	9	-0.5	i
CCOC(=O)CSc1nnc(CNC(=O)c2cccs2)n1-c1ccccc1	-4	7	-1	4	-0.5	-6	10	0.1	i
CC(CN1CCN(CCOCCO)CC1)CN1c2ccccc2Sc2ccc(Cl)cc21 (centres undefined)	4	-2	-2	-3	-0.5	-4	1	-0.1	i
C/C(=N\NC(=O)c1n[nH]c2c1CCC2)c1ccco1	-7	1	-2	-1	0.3	-6	-1	-0.8	i
O=C(CCCc1ccccn1)c1ccc(-c2ccccc2)cc1	-2	6	-5	-1	-0.6	16	11	-0.1	i
Nc1nc(SCc2ccccc2Cl)n[nH]1	0	2	6	0	-1.6	-5	-1	-0.5	i
Cc1ccc(C(C(=O)NCC2CCCO2)N(Cc2ccccc2)C(=O)c2ccc(-c3ccccc3)[nH]2)o1 (centres undefined)	-2	-5	-1	-4	1.4	26	-2	0.0	i
CCN(CC)CC(O)CNc1ccnc2c(Cl)ccc(Cl)c12 (centres undefined)	-2	12	-5	-2	1.3	-7	2	0.3	i
CN(C(=O)CCOc1ccccc1)c1c(N)n(Cc2ccccc2)c(=O)[nH]c1=O	0	-4	-2	-1	-0.2	-6	-5	-0.1	i
O=S(=O)(NCCCN1CCOCC1)c1ccc2c(c1)OCCO2	-2	2	-5	2	-0.8	-9	-6	-0.7	i
Cc1ccc(C(=O)N/C(=C/c2ccco2)C(=O)NCc2ccco2)cc1	-2	-6	8	0	2.1	-3	-15	0.1	i
Cc1cc(C(=O)N/N=C/c2cccnc2)cs1	-3	-1	-5	-1	1.9	-8	11	-0.5	i
C=C(C1=CCN(S(=O)(=O)C(C)(C)C)[C@H]1CCO)c1ccccc1	-4	-10	2	-2	-1.7	-4	-4	-0.4	i
CC(C)(C)NC(=O)Nc1ccc(Br)cc1	-3	7	-3	1	-0.9	-4	-4	0.0	i
Cc1[nH]n2c(=O)c3c(nc2c1-c1ccc(Cl)cc1)CCC3	0	0	-2	3	nt	2	-4	-0.2	nt
CCC(c1nnnn1Cc1cccs1)N1CCN(C(=O)c2ccco2)CC1 (centres undefined)	-1	5	1	-2	1.0	-3	2	-0.6	i
COc1ccc(NC(=S)N2CCN(c3ccc4c(c3)C3CCN(C(=O)OCc5ccccc5)C4C3)CC2)c(OC)c1 (centres undefined)	-8	-65	2	2	2.1	57*	0	-1.2	i
O=C(CN1CCN(C(=O)c2ccco2)CC1)Nc1c2c(nc3c1CCC3)CCCC2	-7	-1	0	0	-0.4	-13	2	-1.8	i
CCOc1ncccc1C(=O)Nc1cc(C(F)(F)F)ccc1N1CCOCC1	-12	5	-3	4	-0.8	1	-1	-0.7	i
CCOC(=O)C1=NN(C(=O)Nc2ccc(OC)cc2)C2C(=O)N(c3cccc(C(F)(F)F)c3)C(=O)C12 (centres undefined)	1	-2	5	0	-0.1	4	-5	0.1	i
CCCCC(=Nc1ccccc1OC)C1=C(O)CC(c2ccccc2)CC1=O (centres undefined)	-4	-6	-7	0	0.0	42	-2	0.6	i
CNC(=O)Nc1ccc(C2SCCS2)cc1	-2	-2	-1	3	0.1	-4	1	0.1	i
Cc1cccc(C(=O)N2CCCCCC2)c1	-6	3	0	2	1.3	-4	-5	-0.7	i
CC(C)CC(=O)OC(C)(C)[C@@H]1Cc2c(ccc3ccc(=O)oc23)O1	-3	-3	1	0	1.3	44	-4	-0.2	nt
COC(=O)c1ccc(C2/C(=C(\O)c3ccc4c(c3)OCCO4)C(=O)C(=O)N2CCCN2CCOCC2)cc1 (centres undefined)	2	10	-1	-1	0.9	-4	-9	-0.4	i
Cc1cc(NC(=O)Cn2cc([N+](=O)[O-])cn2)no1	0	6	0	-2	0.7	-7	-3	-0.4	i
CN(Cc1ccccc1)C(=O)N[C@@H](Cc1ccccc1)C(=O)O	2	0	-1	-2	0.6	-4	9	-0.1	i

Reformatted as a markdown table: entries from further up
| mol | MsrA act | PABP1 MLLE inh | CSN inh | Rin1 Abl inh | MsrA inh | FAS TE block | eLon inh | TbMetRS inhib | Neddyl block |
| --- | --- | --- | --- | --- | --- | --- | --- | --- | --- |
| CC(C)CC(=O)OC(C)(C)[C@@H]1Cc2c(ccc3ccc(=O)oc23)O1 | -3 | -3 | 1 | 0 | 1.3 | 44 | -4 | -0.2 | nt |
| CNC(=O)Nc1ccc(C2SCCS2)cc1 | -2 | -2 | -1 | 3 | 0.1 | -4 | 1 | 0.1 | i |
| CN(Cc1ccccc1)C(=O)N[C@@H](Cc1ccccc1)C(=O)O | 2 | 0 | -1 | -2 | 0.6 | -4 | 9 | -0.1 | i |
